TNAP inh hi DEA: inhibitors of human TNAP at high phosphate acceptor concentration. inhibition, % at 20 µM. hit rate 0.03% among 200,000. purified TNAP, CDP-star luminescence, 1 M DEA;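 active = over 50% inhibition of tissue-nonspecific alkaline phosphatase at 20 µM in the single-dose screen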;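 note: plate controls were DMSO wells for no effect and EDTA-quenched wells as full inhibition for full effect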
Target sequence (P05186 whole entry, looked up): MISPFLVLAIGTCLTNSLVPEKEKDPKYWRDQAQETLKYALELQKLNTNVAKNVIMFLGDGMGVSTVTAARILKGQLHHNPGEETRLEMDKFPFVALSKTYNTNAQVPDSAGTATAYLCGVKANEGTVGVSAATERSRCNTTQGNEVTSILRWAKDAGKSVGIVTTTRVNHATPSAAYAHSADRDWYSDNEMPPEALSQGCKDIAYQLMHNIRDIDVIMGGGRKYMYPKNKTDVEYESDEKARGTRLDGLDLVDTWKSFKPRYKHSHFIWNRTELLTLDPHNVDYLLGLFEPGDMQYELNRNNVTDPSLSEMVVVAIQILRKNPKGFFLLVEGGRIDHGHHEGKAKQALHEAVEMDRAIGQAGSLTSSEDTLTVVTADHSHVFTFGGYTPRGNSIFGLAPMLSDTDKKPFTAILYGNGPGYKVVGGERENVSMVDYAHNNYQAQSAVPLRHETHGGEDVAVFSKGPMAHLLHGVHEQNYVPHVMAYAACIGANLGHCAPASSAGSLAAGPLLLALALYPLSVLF
Diaphorase act: diaphorase activation or chemical reduction counter-screen | Diaphorase/resazurin coupled assay, resorufin fluorescence, 16 min; hits give high values; 1 = vehicle wells, 0 = NADH-free wells | activation factor at 20 µM | hit rate 0.005% among 190,000 | AID 1229;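 active = diaphorase activity raised at least twofold by the compound at 20 µM; inactive = activation factor below 2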
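Test system: Clostridium kluyveri diaphorase, purified enzyme. Buffer or medium: 50 mM HEPES pH 7.4 buffer plus MgCl2 and Tween 20. Also added: 0.114 mM NADH and 0.1 mM resazurin, final amounts. Dosing: compound 20 µM once, DMSO 1%. Schedule: 16 min enzyme reaction, ambient temperature. Detection: fluorescence of resorufin, 544 nm excitation, 590 nm emission.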
L major viab: Leishmania major promastigote growth inhibition; Leishmania major promastigotes, resazurin fluorescence viability; inhibition, % at 10 µM; hit rate 9% among 200,000; in the data active = inhibition above about 50%;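 note: promastigotes grown with compound for 44 hours at 28 °C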
PMI act: phosphomannose isomerase (human) activation | purified human PMI, coupled resazurin fluorescence, 20 min; hits give high values; 1 = vehicle control, 0 substrate-free wells | activation factor at 20 µM | hit rate 0.005% among 190,000 | P34949;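 active = activation factor of 2 or more at 20 µM, relative to plate controls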
Target sequence (P34949 whole entry, looked up): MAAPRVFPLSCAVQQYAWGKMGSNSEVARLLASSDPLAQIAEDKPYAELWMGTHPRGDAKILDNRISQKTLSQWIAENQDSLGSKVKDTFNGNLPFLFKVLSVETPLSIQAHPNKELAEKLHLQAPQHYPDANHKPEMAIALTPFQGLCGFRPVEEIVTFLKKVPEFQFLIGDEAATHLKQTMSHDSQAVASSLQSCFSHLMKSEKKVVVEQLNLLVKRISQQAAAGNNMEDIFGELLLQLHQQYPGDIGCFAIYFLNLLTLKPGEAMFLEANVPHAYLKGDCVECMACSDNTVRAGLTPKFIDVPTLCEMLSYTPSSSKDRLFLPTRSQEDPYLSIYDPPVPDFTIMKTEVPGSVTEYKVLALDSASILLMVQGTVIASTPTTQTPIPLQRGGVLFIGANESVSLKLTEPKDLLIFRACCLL
PMI act satM6P: activators of human phosphomannose isomerase at near-saturating mannose 6-phosphate | coupled PMI enzyme assay, resazurin fluorescence, 20 min; hits give high values; 1 = untreated enzyme, 0 = substrate-free blank | P34949 | activation factor at 20 µM | hit rate 0.34% among 190,000 | AID 1216;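 active = activation factor of 2 or more at 20 µM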
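Test system: human PMI in coupled enzyme assay; Input: PMI at 15 ng/mL final; Medium: HEPES buffer, pH 7.4; Schedule: 20 min incubation at room temperature; Technique: resorufin fluorescence at Ex 544/Em 590 nm; Compound: 20 µM single dose; Probe or stimulus: Near-saturating mannose-6-phosphate, 1.0 mM.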
bIAP inhibitor: intestinal alkaline phosphatase (bovine) inhibition; purified bovine IAP, CDP-star luminescence, 30 min; AID 1019; 190,000 tested, under 10 active; inhibition, % at 20 µM;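 active = over 50% inhibition of intestinal alkaline phosphatase at 20 µM in the single-dose screen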
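System: purified bovine intestinal alkaline phosphatase (IAP) enzyme; Input: IAP diluted 1/65,000,000 in the well; Measured by: CDP-star luminescence signal; Compound dosing: 20 µM single dose; Incubation: 30 min reaction at room temperature.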
TNAP act hi DEA: increases human TNAP activity under high phosphate acceptor concentration. AID 1136. P05186. purified TNAP, CDP-star luminescence, 1 M DEA, 30 min; hits give high values; 0 = EDTA background, 1 = DMSO-only activity. activation factor at 20 µM. 200,000 tested, under 10 active;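 active = activation factor at least 2 at 20 µM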
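Test system – human TNAP · Doses – 20 µM single point · Incubation – 30 min, room temperature · Signal – luminescent substrate turnover signal · Read-out basis – activation factor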
Diaph inh CS: diaphorase inhibition or chemical oxidation counter-screen. diaphorase resazurin-to-resorufin fluorescence, NADH, 16 min; bacterial (C. kluyveri) enzyme, not human. inhibition, % at 20 µM. hit rate 0.69% among 190,000. AID 1217;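 active = primary screen inhibition at 20 µM above a set limit, cut at about 50% in these data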;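 note: plate controls were DMSO with full reaction for no effect and wells lacking NADH for full effect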
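Test system: Clostridium kluyveri diaphorase enzyme / Quantity: diaphorase at 0.14 U/mL in enzyme working solution / Incubation: 16-min room-temperature incubation before reading / Benchmarks: NADH-free wells as positive control, DMSO-only neutral wells / Signal: resorufin fluorescence 544/590 nm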
TNAP inh noacc: TNAP (human) inhibition, acceptor-free conditions; hit rate 0.26% among 200,000; AID 1012; purified TNAP, CDP-star luminescence, 30 min; inhibition, % at 20 µM; P05186;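 active = tissue-nonspecific alkaline phosphatase inhibition above about 50% at 20 µM in the single-dose screen, limit read from the data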;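 note: 0% = DMSO negative control and 100% = EDTA positive control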
bIAP act: increases bovine intestinal alkaline phosphatase activity; purified bovine IAP, CDP-star luminescence, 30 min; hits give high values; fold of DMSO-control signal, blank-subtracted; activation factor at 20 µM; hit rate 0.17% among 200,000;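 active = activation factor of 2 or more at 20 µM, a signal rise over negative controls twice the positive control's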
* hit, by the source's call.

SMILES | TNAP inh hi DEA | Diaphorase act | L major viab | PMI act | PMI act satM6P | bIAP inhibitor | TNAP act hi DEA | Diaph inh CS | TNAP inh noacc | bIAP act
Cc1ccc(C2CC(c3cccs3)n3nc(N)nc3N2)cc1 (stereo unspecified) | -4 | 1 | -1 | 1 | 0.9 | -2 | 1 | 4 | 1 | 1
Brc1ccccc1-c1nnc(CSc2nnnn2-c2ccccc2)o1 | -5 | 0.9 | -6 | 0.9 | 1 | 0 | 1 | 6 | -5 | 1
CN1CCN(CC(=O)Nc2nc(-c3ccccc3)cs2)CC1 | -7 | 0.9 | 5 | 1 | 1 | -10 | 1.1 | 15 | -9 | 1.1
NC(=O)NCC1CC1 | -8 | 0.9 | -5 | 1 | 0.9 | 8 | 1.1 | 13 | -12 | 0.9
C/C(CC(=O)NC12CC3CC(CC(C3)C1)C2)=N\NC(=O)c1cnccn1 | 4 | 1 | 10 | 1.2 | 1.1 | -7 | 1 | 5 | -2 | 1.1
Cc1ccc(S(=O)(=O)NCCC(=O)Nc2cccc(Cl)c2)cc1 | 2 | 0.9 | 52* | 0.9 | 1 | 4 | 1 | 13 | -13 | 1
O=C(Cn1nnc(-c2ccccc2Cl)n1)N1CCN(S(=O)(=O)c2ccc(Cl)cc2)CC1 | 1 | 0.8 | 99* | 0.9 | 0.9 | 0 | 1 | 18 | -13 | 1
Cc1nn(CCO)c(C)c1Oc1ccccc1O | 0 | 0.9 | 10 | 1 | 1 | -4 | 1 | 11 | -5 | 1
O=C(CN1CCCC1)Nc1ccc(Oc2ccc(NC(=O)CN3CCCC3)cc2)cc1 | -6 | 1.1 | 79* | 1 | 1 | -1 | 1.1 | -10 | -12 | 1
CC(C)NC(=O)COC(=O)c1cc(Br)ccc1Cl | 4 | 0.9 | -5 | 0.8 | 0.9 | -40 | 1 | 12 | 1 | 1.4
O=c1c2ccccc2nc(SCc2cn3ccsc3n2)n1-c1ccccc1 | 4 | 0.8 | 16 | 0.9 | 1 | -25 | 1 | 17 | -34 | 1.3
COc1ccc(CC(=O)Nc2cccc(C)n2)cc1OC | -1 | 0.9 | -3 | 1 | 0.9 | -6 | 1 | 5 | -6 | 1.1

As entered above.
COc1ccc(CC(=O)Nc2cccc(C)n2)cc1OC in TNAP inh hi DEA reads -1
CC(C)NC(=O)COC(=O)c1cc(Br)ccc1Cl in bIAP act reads 1.4

New compounds follow
SMILES | TNAP inh hi DEA | Diaphorase act | L major viab | PMI act | PMI act satM6P | bIAP inhibitor | TNAP act hi DEA | Diaph inh CS | TNAP inh noacc | bIAP act
Cc1ccc(-c2nnn(CCC(=O)NC3CCCC3)n2)cc1 | -3 | 1.1 | 0 | 1.1 | 1 | 1 | 1 | -5 | -8 | 1
N/C(=N\OC(=O)c1ccc([N+](=O)[O-])cc1)c1ccccn1 | 1 | 0.9 | 2 | 1.1 | 1 | -10 | 1 | 8 | -6 | 1.1
CCOc1ccccc1OCCCOc1ccc(C)cc1Cl | -4 | 0.8 | -7 | 1 | 1 | 12 | 1 | 16 | -12 | 0.9
C=CCN(c1ccc(C(=O)OC)cc1)S(=O)(=O)c1ccccc1 | 2 | 0.8 | 11 | 0.9 | 1 | 11 | 1 | 24 | -3 | 0.9
Cc1nn2c(N3CCN(C(=O)c4ccco4)CC3)cc(C(C)(C)C)nc2c1-c1ccccc1 | -6 | 0.7 | 57* | 0.8 | 0.8 | -9 | 1.1 | 30 | -8 | 1.1
COC(=O)c1c(NC(=O)C2CC=CCC2C(=O)O)sc(C(N)=O)c1C (stereo unspecified) | -1 | 0.8 | 0 | 0.9 | 1 | -10 | 1 | 19 | -2 | 1.1
CCN(CC)S(=O)(=O)c1ccc(C(=O)N2CCN(CCN3C(=O)c4cccc5cccc(c45)C3=O)CC2)cc1 | -3 | 0.9 | 1 | 0.9 | 0.9 | -8 | 1 | 9 | -2 | 1.1
Cc1noc(C)c1CSc1nnc(-c2ccccc2F)n1CCc1ccccc1 | -6 | 0.9 | 12 | 0.9 | 1 | -5 | 1.1 | 14 | 12 | 1
Cn1cnnc1Sc1ccc(CN2CCN(C3CCCC3)C(CCO)C2)o1 (stereo unspecified) | -7 | 1 | 0 | 1 | 1 | 9 | 1.1 | 3 | -8 | 0.9
COc1ccc([N+](=O)[O-])cc1N/C(=N/S(=O)(=O)c1ccccc1)c1ccccc1 | 4 | 0.9 | 20 | 1 | 0.8 | 8 | 1 | 10 | -1 | 0.9
COc1ccc(NC(=O)Cn2c(-c3ccc(OC)cc3)cn(-c3ccc(C)cc3)c2=O)cc1 | -7 | 0.9 | 11 | 0.9 | 0.9 | 9 | 1.1 | 14 | -6 | 0.9
Cc1[nH]n(-c2ccc(Br)cc2)c(=O)c1C=Nc1ccc(S(=O)(=O)Nc2nccs2)cc1 | -3 | 0.7 | -1 | 0.9 | 0.9 | 5 | 1 | 26 | -51 | 1

Single records, from the list above:
`Cc1noc(C)c1CSc1nnc(-c2ccccc2F)n1CCc1ccccc1` reads TNAP inh hi DEA = -6; Diaphorase act = 0.9; L major viab = 12; PMI act = 0.9; PMI act satM6P = 1; bIAP inhibitor = -5; TNAP act hi DEA = 1.1; Diaph inh CS = 14; TNAP inh noacc = 12; bIAP act = 1
`COc1ccc([N+](=O)[O-])cc1N/C(=N/S(=O)(=O)c1ccccc1)c1ccccc1` reads TNAP inh hi DEA = 4; Diaphorase act = 0.9; L major viab = 20; PMI act = 1; PMI act satM6P = 0.8; bIAP inhibitor = 8; TNAP act hi DEA = 1; Diaph inh CS = 10; TNAP inh noacc = -1; bIAP act = 0.9

The list goes on:
SMILES | TNAP inh hi DEA | Diaphorase act | L major viab | PMI act | PMI act satM6P | bIAP inhibitor | TNAP act hi DEA | Diaph inh CS | TNAP inh noacc | bIAP act
O=C(Oc1ccc(-c2cnc3ccccc3n2)cc1)c1cc([N+](=O)[O-])ccc1Cl | -3 | 1 | -2 | 1 | 1 | -2 | 1 | 0 | -3 | 1
CC(=O)c1ccc2c3c(cccc13)CC2 | -2 | 0.9 | -2 | 0.9 | 0.9 | 37 | 1 | 6 | 0 | 0.6
CC(C)CCNC(=S)Nc1ccc(Br)cc1 | -2 | 0.8 | 30 | 0.9 | 0.9 | -4 | 1 | 24 | -3 | 1
CCOC(=O)C1CCN(C(=S)NC2CCCC2)CC1 | -1 | 1 | 0 | 1 | 1 | 1 | 1 | 3 | -1 | 1
CCOc1ccc(C2C(C#N)=C(N)N(c3sc4c(c3C#N)CCCC4)C3=C2C(=O)CCC3)cc1 (stereo unspecified) | -5 | 0.7 | 57* | 0.9 | 0.7 | 8 | 1 | 26 | -2 | 0.9
CCn1c(C(=O)N2CCCC(C(=O)O)C2)cc2sccc21 (stereo unspecified) | -3 | 0.7 | -2 | 1 | 1 | -4 | 1 | 27 | -10 | 1
CN(c1ccc(C(=O)N2CCN(c3ccc(F)cc3)CC2)cc1)S(C)(=O)=O | -7 | 0.9 | 1 | 1 | 1.1 | 2 | 1.1 | 8 | -14 | 1
CN1CC(=O)N(CC(=O)Nc2cccc(S(=O)(=O)N3CCOCC3)c2)C1=O | -6 | 1.1 | -2 | 1.1 | 1.2 | -1 | 1.1 | -13 | -10 | 1
c1ccc(-c2ccccc2OCCCCN2CCCCC2)cc1 | -1 | 0.9 | 95* | 1 | 0.9 | 4 | 1 | 9 | -8 | 1
CCc1nc(SCc2ccc(F)cc2)n[nH]1 | -6 | 1.1 | -2 | 1.1 | 1.1 | -6 | 1.1 | -13 | 9 | 1.1
CCC(C)(C)NC(=O)C(c1ccccn1)N(C(=O)c1csnn1)c1ccc(C)cc1 (stereo unspecified) | -10 | 1.1 | -4 | 1 | 1 | -5 | 1.1 | -9 | -6 | 1.1
CCC1SC(CC)C(=O)N(CC(=O)Nc2ccc3c(c2)OCO3)C1=O (stereo unspecified) | 0 | 0.8 | -3 | 0.8 | 0.9 | 40 | 1 | 19 | -4 | 0.6
c1ccc(OCCCc2nc(-c3ccncc3)no2)cc1 | -1 | 1 | -2 | 1 | 1.1 | 6 | 1 | 3 | -9 | 0.9
Cc1c(Cl)cccc1NC(=O)Cn1nnc(C(=O)NCc2cccs2)c1N | -3 | 0.9 | -4 | 0.9 | 0.9 | 23 | 1 | 8 | -11 | 0.8
CS(=O)(=O)N1CCCC(C(=O)Nc2ccc3c(c2)OCCO3)C1 (stereo unspecified) | -3 | 0.9 | -8 | 1 | 1 | -13 | 1 | 8 | -12 | 1.1
CC1(C)Cc2c(c(-c3ccco3)nc3n[nH]c(N)c23)CO1 | 0 | 0.8 | 5 | 1 | 1.1 | -5 | 1 | 16 | -9 | 1.1
Oc1ccc(-c2nnc(-c3ccccc3)c(-c3ccccc3)n2)cc1 | -2 | 0.8 | 18 | 0.8 | 0.9 | 14 | 1 | 23 | 1 | 0.9
C=CCN1C(c2ccccc2)=CS/C1=C(\C#N)c1nnc2n1CCCCC2 | -11 | 1.1 | -4 | 1.2 | 1.2 | -11 | 1.1 | -12 | 2 | 1.1
O=C(CSc1nn(-c2ccc(F)cc2)c(=S)s1)NC1CCS(=O)(=O)C1 (stereo unspecified) | -6 | 0.9 | 2 | 1 | 1 | 3 | 1.1 | 10 | -16 | 1
COC(=O)c1[nH]c2ccc(Br)cc2c1NC(=O)Oc1ccccc1 | 1 | 0.8 | -7 | 0.8 | 0.7 | -2 | 1 | 21 | -3 | 1
CSc1ccc(/C=C(\C#N)C(=O)Nc2cccc(C)c2)cc1 | 2 | 0.8 | 30 | 0.8 | 0.7 | 8 | 1 | 17 | -17 | 0.9
COc1ccc2nc(SCC(=O)N3CCNC3=O)[nH]c2c1 | -1 | 0.8 | -2 | 0.9 | 0.9 | 6 | 1 | 19 | -6 | 0.9
Cc1cccc(NC(=O)c2ccc(COc3cccc4ccccc34)o2)n1 | -1 | 0.7 | -4 | 0.8 | 0.6 | -4 | 1 | 29 | -3 | 1
CCOP(C)(=O)C1(C(=O)OCc2ccccc2)CC1 (stereo unspecified) | -6 | 0.9 | -8 | 1.1 | 1 | -5 | 1.1 | 10 | -12 | 1
CCOC(=O)C(NCc1ccccc1OC)(NC(C)=O)C(F)(F)F (stereo unspecified) | -1 | 1 | -4 | 1 | 0.9 | 6 | 1 | 4 | -9 | 0.9
O=C(c1ccco1)c1cn[nH]c1-c1ccc(Cl)cc1O | -6 | 0.8 | -4 | 0.9 | 0.9 | -75 | 1.1 | 18 | -119 | 1.7
CCN(C(=O)CSc1ccc2c(c1)OCCO2)C1CCS(=O)(=O)C1 (stereo unspecified) | -10 | 1 | 8 | 1.1 | 1 | 8 | 1.1 | -3 | 4 | 0.9
O=C(CNC(=O)Cn1ccc2ccccc2c1=O)NCCCN1CCN(c2cccc(Cl)c2)CC1 | -5 | 1.1 | -6 | 1 | 1 | -2 | 1.1 | -13 | -5 | 1

Compound activity (PubChem)
